mouse EphA4 binding – inhibitors of EphA4 binding to KYL peptide, primary screen, biochemical, colorimetric, mouse EphA4 (AID 689); 0.1% of 62,000 active; inhibition, % at 10 µM, or IC50 in µM where a hit was titrated; EphA4-AP binding to KYL peptide, pNPP A405; higher % means a stronger effect; in the data active = a potency from the dose series; inactive = the rest, 99 in 100 with inhibition below about 22%
The depositor's hits bear a star; & = joins results of further samples.

no.	mouse EphA4 binding	molecule
1	-8%	Cc1cc(C)nc(-n2nc(C)c(C3(O)C(=O)Nc4ccc(F)cc43)c2N)n1 (stereo not drawn)
2	-7%	O=C(Nc1ccccc1Oc1ccccc1)C1CC1
3	11%	Cc1nc(CC(=O)Nc2nc(C(C)(C)C)cs2)cs1
4	-1%	O=C(Nc1ccc(Oc2ccccc2)cc1)c1ccco1
5	-6%	CCOc1cc(C2CC(=O)c3c(ccc4ccccc34)N2)ccc1O (stereo not drawn)
6	11%	Cc1ccc(C(C)C)c(OCCNC(=O)Cc2cccc3ccccc23)c1
7	-5%	COc1ccc(OCc2nc(N)nc(Nc3ccc(C)cc3)n2)cc1
8	-8%	CCOC(=O)c1c(C)[nH]c(C(=O)COC(=O)c2cnc(C)cn2)c1C
9	-6%	CC(C)c1cc(C(C)C)c(S(=O)(=O)N2CCNCC2)c(C(C)C)c1
10	-11%	Cc1ccccc1NC(=S)Nc1cccc([N+](=O)[O-])c1
11	0%	CN1CCN(c2cc(=O)n(-c3ccc(Cl)cc3)c(=O)[nH]2)CC1
12	-11%	Fc1ccc(-c2nn3c(C4COc5ccccc5O4)nnc3s2)cc1 (stereo not drawn)
13	4%	Cc1cccc(-c2nnc(NC(=O)Nc3ccc(Cl)c(Cl)c3)s2)c1
14	-4%	C/C(=N\NC(=O)Cc1ccccc1)c1cccs1
15	-8%	CCc1nc(SCC(=O)Nc2cc(C)on2)c2c(C)c(C)sc2n1
16	-19%	Cc1ccc2c(c1)N(CC(=O)c1cccc(Cl)c1)C(=O)C(C)O2 (stereo not drawn)
17	2%	CCc1c(C)sc(NC(=O)c2cc(-c3ccco3)on2)c1C#N
18	-9%	CCCNc1[nH]c(=O)n(C)c(=O)c1N=O
19	-4%	Brc1ccc(-c2nnc3c4ccccc4nc(N4CCOCC4)n23)cc1
20	12%	COc1ccc(NC(=O)c2ccco2)cc1N
21	-4%	Cc1cc(-n2c(C)cc(C(=O)CN3C(=O)NC4(CCCCC4C)C3=O)c2C)no1 (stereo not drawn)
22	-2%	O=C1CCCC2=C1C1(CCCC1)N=C(Nc1nc3ccccc3o1)N2
23	-4%	Cc1cc(C)c(S(C)(=O)=O)c(S(=O)c2ccc(Cl)cc2)n1 (stereo not drawn)
24	-24%	CCOC(=O)/C(N=Nc1ccc(F)cc1)=C(/O)c1ccc([N+](=O)[O-])cc1
25	8%	CC1CC(C)(C)NCc2ccccc21 (stereo not drawn)
26	-12%	CCN(CC)c1nc(OC)nc(-n2nnc(C(C)=O)c2C)n1
27	-7%	CS(=O)(=O)c1nc(-c2ccccc2)cc(-c2ccccc2)c1C#N
28	-3%	CC(NCC(O)COCc1cccs1)C1CC2CCC1C2 (stereo not drawn)
29	-11%	O=C(c1ccccc1)N1CCN(C(=O)c2ccc(OC(F)(F)F)cc2)CC1
30	5%	COc1cccc(-c2cc(C(=O)NCc3ccco3)no2)c1

3 compounds already listed, arranged by molecular weight, largest number first.
no.	mouse EphA4 binding	molecule
22	-2%	O=C1CCCC2=C1C1(CCCC1)N=C(Nc1nc3ccccc3o1)N2
16	-19%	Cc1ccc2c(c1)N(CC(=O)c1cccc(Cl)c1)C(=O)C(C)O2 (stereo not drawn)
18	-9%	CCCNc1[nH]c(=O)n(C)c(=O)c1N=O

Further results:
no.	mouse EphA4 binding	molecule
31	-6%	O=C(Nc1ccc(F)cc1)N1CCN2C(=O)c3ccccc3C12c1ccccc1 (stereo not drawn)
32	-8%	O=S(=O)(c1cccs1)N1CN(CC2CCCO2)c2nc3ccccc3nc21 (stereo not drawn)
33	-9%	Cc1ccccc1N1C(=O)N(c2cccc(C(F)(F)F)c2)C2CS(=O)(=O)CC21 (stereo not drawn)
34	-13%	Cc1ccc(C=Nc2ccc(N(C)C)cc2)o1
35	-8%	COc1cccc(-c2nnc(NC(=O)c3ccc(S(=O)(=O)N4CCOCC4)cc3)o2)c1
36	7%	O=C(N/N=C\c1ccc(F)cc1)c1cc(OCC(F)(F)F)ccc1OCC(F)(F)F
37	-3%	CCOc1ccc(N(CC(=O)NC(C)(C)C)S(=O)(=O)c2c(C)noc2C)cc1
38	-2%	Cc1cc(C)n2c3c(c(C#N)c2n1)CC(C)(C)OC3
39	3%	CCOC(=O)C(NC(C)=O)(Nc1ccc(S(=O)(=O)Nc2cc(C)nc(C)n2)cc1)C(F)(F)F (stereo not drawn)
40	-9%	NC(=O)c1nsc(C(=O)N(CC(=O)NCc2ccc3c(c2)OCO3)C2CCCCC2)c1N
41	-1%	COc1ccc(NS(=O)(=O)c2ccc(OC)c(OC)c2)cc1OC
42	8%	O=C(/C=C/c1cc(Br)cs1)Nc1cccc2ncccc12
43	2%	Clc1ccccc1Nc1ncnc2c1nnn2Cc1ccccc1
44	-5%	O=C(COc1nc2ccccc2s1)n1c2ccccc2c2ccccc21
45	-7%	COc1ccc(-n2cnc(N)c2C(=O)c2cccc([N+](=O)[O-])c2)cc1
46	-14%	CC12Cc3ccc4ccccc4c3C=C1C[N+](C)(C)C2 (stereo not drawn)
47	8%	CCn1c(SCC(=O)c2c(N)n(C)c(=O)n(C)c2=O)nc2sc(C)c(C)c2c1=O
48	3%	CCC(Oc1ccccc1)C(=O)N1CCN(C(=O)C(CC)Oc2ccccc2)CC1 (stereo not drawn)
49	-7%	O=C1NC(c2ccccn2)Nc2sc3c(c21)CCC3 (stereo not drawn)
50	-32%	CCOc1ccccc1CNS(=O)(=O)c1ccc2c(c1)oc(=O)n2C
51	-17%	CCc1nnc(NC(=O)c2cccc(NC(=O)C(C)C)c2)s1
52	-8%	Nn1c(SCC(=O)N2CCOCC2)nnc1-c1ccco1
53	-11%	COC(=O)c1c(NC(=O)c2ccco2)sc(C(=O)Nc2ccc(F)cc2)c1C
54	4%	O=C(OCC(=O)N1CCN(C(=O)COC(=O)c2ccncc2)CC1)c1ccncc1
55	-1%	Cc1csc(SCC(=O)NCc2cccs2)n1
56	1%	Cc1cc(C)c2c(n1)sc1c(=O)n(Cc3ccccc3Cl)nnc12
57	-6%	COC(=O)c1ccc2c(=O)[nH]c(CN3c4ccccc4CC3C)nc2c1 (stereo not drawn)
58	-11%	O=C(NC(c1ccccc1)c1ccccc1)C1CC1c1ccccc1 (stereo not drawn)
59	-3%	CCOC(=O)c1c(NC(=O)C2C3CCC(O3)C2C(=O)O)sc(C)c1-c1ccc(F)cc1 (stereo not drawn)
60	-18%	Cc1n(CC(O)COCc2ccccc2)c2ccccc2[n+]1C (stereo not drawn)
61	-3%	Nc1nc(NC(=O)c2cccc(S(=O)(=O)N3CCCCCC3)c2)nc(-c2ccccc2)n1
62	-3%	O=C1C2=C(SCCS2)C(=O)N1CCCO
63	-4%	Cc1ccc(C(=O)COC(=O)c2cccc(NC(=O)c3ccc([N+](=O)[O-])cc3[N+](=O)[O-])c2)cc1
64	-10%	CS/C(=N\S(=O)(=O)c1ccc(C)cc1)c1ccccc1
65	-4%	CC(C)CC(C(=O)NC(=O)NCc1ccccc1)N1C(=O)c2ccccc2C1=O (stereo not drawn)
66	-6%	CCOc1ccc(NC(=O)CSc2nnc(-c3ccco3)n2C)cc1
67	2%	COc1ccc(-n2c(C)nc3cc(C(=O)NCc4ccco4)ccc32)cc1
68	35%	CC(C)Cc1cc(C(=O)N2CCN(C(c3ccccc3)c3ccccc3)CC2)no1
69	1%	CCc1cc2c(SCC(=O)C(C#N)=C3N(C)c4ccccc4N3C)ncnc2s1
70	-12%	COc1ccc(CN2CN(c3ccc(Cl)cc3)C(=O)N(n3cnnc3)C2)cc1
71	25%	COC(=O)CNC(=O)c1ccc(NC(C)=O)cc1
72	-6%	CC1(C)c2ssc(=S)c2-c2ccccc2N1C(=O)CSc1nnc(N)s1
73	22%	Nc1nnc(CCCCc2cccs2)o1
74	-13%	COc1ccc(C2=NC(C(F)(F)F)(C(F)(F)F)c3c(n(C)c(=O)n(C)c3=O)N2)cc1
75	-4%	CC(C)Nc1nc(NC(C)C)nc(N(C)n2cnnc2)n1

Three of these compounds in a different format.
No. | mol | mouse EphA4 binding
73 | Nc1nnc(CCCCc2cccs2)o1 | 22%
74 | COc1ccc(C2=NC(C(F)(F)F)(C(F)(F)F)c3c(n(C)c(=O)n(C)c3=O)N2)cc1 | -13%
75 | CC(C)Nc1nc(NC(C)C)nc(N(C)n2cnnc2)n1 | -4%

2 of the compounds above, with bars between the fields.
# | structure | mouse EphA4 binding
74 | COc1ccc(C2=NC(C(F)(F)F)(C(F)(F)F)c3c(n(C)c(=O)n(C)c3=O)N2)cc1 | -13%
68 | CC(C)Cc1cc(C(=O)N2CCN(C(c3ccccc3)c3ccccc3)CC2)no1 | 35%

Additional records follow:
no.	mouse EphA4 binding	molecule
76	6%	O=C(Nc1ccc(NC(=O)c2cccs2)cn1)c1ccco1
77	-2%	Cc1[nH]c2ccc(OCc3ccccc3)cc2c1CCN1C(=O)OC(C)(C)C1(C)O (stereo not drawn)
78	-9%	COc1ccc2nc(NC(=O)CSc3nnc(-c4ccoc4C)n3C)sc2c1
79	-10%	CN(C(=O)C1CCCO1)c1nnc(-c2cnccn2)s1 (stereo not drawn)
80	-7%	Cc1ccccc1CN(c1ccc(C(=O)N2CCc3ccccc3C2)cc1)S(C)(=O)=O
81	-9%	CCn1c(NC(=S)Nc2ccccc2)nc2ccccc21
82	3%	CCOC(=O)c1c2ccc(OCC(=O)N/N=C/c3ccc(C)cc3)cc2n2ccccc12
83	2%	O=c1c2[nH]c3ccc(F)cc3c2ncn1C1CCCCC1
84	7%	CC1=CC(C)(C)Nc2ccc(OC(=O)c3cccnc3)cc21
85	9%	O=C(c1ccc2c(c1)N(Cc1ccccc1)C(=O)c1ccccc1S2)N1CCCC1
86	-5%	O=C(NC(=S)NCc1cccnc1)c1cccs1
87	7%	CC(=O)c1cccc(NC(=O)c2oc(C)nc2C)c1
88	3%	O=C(c1nn2c(c1Cl)NC(c1ccccc1)CC2C(F)(F)F)N1CCN(c2ccc(F)cc2)CC1 (stereo not drawn)
89	-6%	CCOC(=O)C1CCN(C(=O)C(=O)N2CCC(C(=O)OCC)CC2)CC1
90	-6%	CCc1ccccc1NC(=O)CSc1nnc([C@@H]2CCCN2C(=O)OC(C)(C)C)o1
91	-6%	Cc1ccc(N2C(=O)CC(Cn3nc(C)cc3C)C2=O)cc1 (stereo not drawn)
92	1%	CCOC(=O)C1CCN(Cc2cnc(Oc3ccc(C(C)(C)C)cc3)s2)CC1
93	-2%	CC1(C)CC(=O)N(CC(=O)NCc2ccc(F)cc2)c2ccccc2S1(=O)=O
94	0%	COCCNC(=O)c1ccc2c(=O)n(Cc3ccco3)c(SCC(=O)NC3CCCCC3)nc2c1
95	-5%	CCOc1ccc(NCc2nnc(SCc3ccccc3Cl)n2-c2ccccc2)cc1
96	-3%	CCCCNC(=O)c1onc(CSc2ccccc2C)c1C(=O)O
97	5%&18%	COc1ccc(C(=O)Nc2ccccc2C(=O)NCCCn2ccnc2)cc1
98	-9%	CN(C1CCCCC1)S(=O)(=O)c1ccc2c(c1)c(=O)c(C(=O)N1CCc3ccccc3C1)cn2C
99	0%	Cn1c(SCc2ccccc2)nnc1-c1cnccn1
100	-1%	N#Cc1c(N)oc(-c2ccc3c(c2)OCO3)c1-c1ccc2c(c1)OCO2
101	-6%	CC(C)(C)NS(=O)(=O)c1ccc(NC(=O)C(Sc2ccccc2)c2ccccc2)cc1 (stereo not drawn)
102	-23%	c1ccc(C2NCCn3cccc32)cc1 (stereo not drawn)
103	-14%	C[N+](C)(C)C/C=C1/COCO1
104	-4%	COc1c(C)cccc1C(=O)NC(=S)Nc1ccc2c(c1)Cc1ccccc1-2
105	0%	O=C(c1ccc(Cn2c(=O)[nH]c3ccccc3c2=O)cc1)N1CCN(c2ccccc2)CC1

As entered above:
Reading for `CCOc1ccc(NCc2nnc(SCc3ccccc3Cl)n2-c2ccccc2)cc1` in mouse EphA4 binding: -5%
Reading for `Cc1ccc(N2C(=O)CC(Cn3nc(C)cc3C)C2=O)cc1` (stereo not drawn) in mouse EphA4 binding: -6%

New compounds follow.
no.	mouse EphA4 binding	molecule
106	-4%	O=C(Nc1ccc2c(c1)OCO2)C1(S(=O)(=O)c2ccc(Cl)cc2)CC1
107	5%	Cc1cc(C)cc(CC2CC(=O)N(c3ccc(I)cc3)C2=O)c1 (stereo not drawn)
108	-25%	COc1ccc(CCNS(=O)(=O)c2ccc3c(c2)n(C)c(=O)c(=O)n3C)cc1OC
109	-4%	CCN1C(=Nc2ccc(Cl)cc2)SC/C1=C\C(=O)OC
110	-3%	O=C(Cn1ccc2ccccc2c1=O)NCCC(=O)Nc1cccnc1
111	-2%	O=S1(=O)NC2CCCCCN2c2ccc(F)cc21 (stereo not drawn)
112	0%	COc1ccc(C2OC(=O)CC2C(=O)N2CCN(c3cc(Cl)ccc3C)CC2)cc1OC (stereo not drawn)
113	-8%	Cc1ccc2cc3c(NC(=O)C(C)C)nn(C)c3nc2c1
114	-10%	O=C1/C(=C\c2ccc3c(c2)OCO3)SC(=S)N1c1cccc(C(F)(F)F)c1
115	-6%	COCCNS(=O)(=O)c1cc(-c2nn(C)c(=O)c3ccccc23)ccc1C
116	8%	c1ccc(-c2ccc3c(c2)c2c4n3CCN=C4CCC2)cc1
117	-18%	N#CCC(=O)N1CCCCCC1
118	-1%	CCOCCOC(=O)c1ccc(NC(=O)/C=C/c2ccc(OC)c(Br)c2)cc1
119	3%	Cc1ccc(C(C)C)c(OCCNc2nc3c(c(=O)n(C)c(=O)n3C)n2C)c1
120	-12%	Cc1cccc(NC(=O)c2ccccc2Br)n1
121	-6%	COc1ccc(NC(=O)C2CCCN(S(=O)(=O)c3c(C)n[nH]c3C)C2)cc1 (stereo not drawn)
122	-12%	Cc1nnc(SCC(=O)N2CCOCC2)n1C
123	3%	C=C1N(c2ccc(Cl)cc2)C(=O)OC1(C)C
124	-3%	CCCCCn1c(SCC(=O)OCC)nc2cc(C(=O)N3CCC(C(N)=O)CC3)ccc2c1=O

Screens (PubChem BioAssay)

A portion of the library; the hit share may differ from the screen's.
